Compound activity: PubChem, National Center for Advancing Translational Sciences (NCATS)
SW480 rereplic – DNA re-replication induction in SW480 cells; SW480 DNA re-replication, Hoechst DNA content imaging, 48 h; actives 1.8% (n = 340,000); Potency, µM (doses to about 46.1 µM), without a hit: at the highest dose re-replication activation, usual class: activators; also: potency is read from the fitted curve at half-maximal effect; % of control where 0% means no effect; nearly all actives have a fitted effect of over 55% in size
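Quantitative HTS format with DMSO vehicle controls; 48 hr drug incubation at 37 C, then 40 min Hoechst staining and scanning imager measurement at 405 nm excitation.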
HT1080-NT tox – kills 2HG-producing HT-1080-NT fibrosarcoma cells. HT-1080-NT fibrosarcoma viability, CellTiter-Glo ATP luminescence, 48 h. Potency, µM (highest dose often 46.1 µM), without a hit: top-dose activity, negative = less viability, actives largely listed as cytotoxic. actives 1.6% (n = 360,000). AID 686970;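 also: NT is the 2HG producing partner of a matched IDH1 knockdown line; potency is read from the fitted curve at half-maximal effect; 0% = DMSO-treated cells and -100% = media-only wells without cells; nearly all actives have a fitted effect of over 55% in size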
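Luminescent CellTiter-Glo readout after 48 hours of compound exposure at 37 degrees C defined viability of HT-1080-NT cells. Activity was normalized to DMSO wells and cell-free media wells; concentration-response curves were fitted and assigned curve classes.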
MCF10A rerep – DNA re-replication induction in MCF 10a cells. actives 2.9% (n = 350,000). Potency, µM (series often up to 46.1 µM), for inactives: top-dose activity, positive = re-replication, hits mostly activators. MCF 10A DNA re-replication, Hoechst nuclear intensity, 48 h; also: potency is read from the fitted curve at half-maximal effect; % of control where 0% means no effect; nearly all actives have a fitted effect of over 50% in size
HT1080 IDH1KD tx – kills HT-1080 cells with IDH1 knockdown; Potency, µM (highest dose often 46.1 µM), without a hit: at the highest dose activity, negative = toxicity, usual class: cytotoxic; actives 2% (n = 360,000); AID 686971; HT-1080 IDH1 knockdown viability, ATP luminescence, 48 h;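 also: potency is read from the fitted curve at half-maximal effect; 0% = DMSO wells and -100% = cell-free medium wells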
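HT-1080-IDH1KD cells (IDH1 knocked down), 750/well in RPMI with 5% FBS, treated with compound 48 h at 37 degrees C. Viability by CellTiter-Glo luminescence, normalised to DMSO and no-cell wells; concentration-response curves classed.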
IL1B secr inh – blocks inflammasome-driven IL-1 beta release. THP-1 LPS/ATP IL-1B secretion, AlphaLISA, 16 h; hits give low values. activity change, % at 57.5 µM. actives 4.7% (n = 360,000). AID 743279; in the data active = activity change below about -50%; inconclusive = mostly about -30% to -49%; also: % is scaled to controls: 0 for no effect and ±100 for the full control effect
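Secreted IL-1B measured by AlphaLISA bead assay after 16 h compound exposure of THP-1 cells; compounds (final up to 57.5 uM) added 1 h before LPS (250 ng/mL) and ATP (1.25 mM) stimulation; lower signal means less secretion.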
GLP1R cytotox – cytotoxicity in counter-screen for GLP-1R inverse agonists; HEK293 cAMP-luciferase reporter cells, luminescence, 24 h; Potency, µM (highest dose often 38.3 µM), for the others: at the top dose activity change, negative = inhibition, most hits filed as inhibitors; actives 0.13% (n = 410,000); AID 624418;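 also: loss of luciferase light is scored as toxicity; potency is read from the fitted curve at half-maximal effect; % is scaled to controls: 0 for no effect and ±100 for the full control effect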
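MLSMR compounds, 24 hr on cells at 37 deg C/5% CO2; luminescence after luciferase reagent (12 min RT). Inhibition counted as the undesired cytotoxic outcome.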
DRD3 agonist – agonists of human D3 dopamine receptor; P35462; D3R DiscoveRx beta-arrestin cells, luminescence, 90 min; max activation, %; actives 0.58% (n = 410,000); AID 652048; in the data active = max activation above about 30%; also: 0% is about no effect; mostly tested at two doses, the higher about 12 µM
Target sequence (P35462 whole entry, looked up): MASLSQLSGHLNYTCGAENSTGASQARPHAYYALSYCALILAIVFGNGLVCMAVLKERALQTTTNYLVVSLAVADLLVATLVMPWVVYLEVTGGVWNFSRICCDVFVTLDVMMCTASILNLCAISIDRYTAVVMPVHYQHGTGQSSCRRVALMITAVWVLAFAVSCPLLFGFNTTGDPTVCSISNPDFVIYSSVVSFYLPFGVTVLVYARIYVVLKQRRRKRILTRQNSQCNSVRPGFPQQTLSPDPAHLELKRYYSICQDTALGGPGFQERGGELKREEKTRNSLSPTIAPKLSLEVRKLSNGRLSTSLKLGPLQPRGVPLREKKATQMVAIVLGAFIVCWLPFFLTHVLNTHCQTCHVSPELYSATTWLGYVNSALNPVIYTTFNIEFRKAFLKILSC
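Cells at 1500/well, incubated overnight, then treated with pinned compounds (dopamine as control) for 90 min at 37 degrees C. DiscoveRx reagent added for 30 - 60 minutes at room temperature; luminescence read.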
KB-V1 cytotox – kills drug-selected multidrug resistant KB-V1 cells. KB-V1 MDR cells viability, CellTiter-Glo, 72 h. Potency, µM (series often up to 46.1 µM), without a hit: at the top dose activity change, negative = cytotoxicity, actives largely listed as cytotoxic. actives 3.4% (n = 400,000). AID 1347076; also: potency is read from the fitted curve at half-maximal effect; % is scaled to controls: 0 for no effect and ±100 for the full control effect; nearly all actives have a fitted effect of over 60% in size
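KB-V1, DMEM (no phenol red) + 10% FBS; cpd pin-transferred, titration series; 72 h, 37 degrees C; CellTiter-Glo, luminescence. Data normalized, curve-fit.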
KB-3-1 tox – KB-3-1 parental cell cytotoxicity | KB-3-1 viability, CellTiter-Glo ATP luminescence, 72 h | Potency, µM (top dose mostly 46.1 µM), inactives show at the top dose activity change, negative = cytotoxic, most hits filed as cytotoxic | actives 1.4% (n = 400,000) | AID 1347075; also: potency is read from the fitted curve at half-maximal effect; % is scaled to controls: 0 for no effect and ±100 for the full control effect; nearly all actives have a fitted effect of over 60% in size
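Cytotoxicity measured as CellTiter-Glo luminescence after 72 h at 37 C. Compound titrations were pinned onto drug-naive KB-3-1 parental adenocarcinoma cells grown in DMEM with 10% FBS, and normalized data fitted to concentration-response curves.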
* marks the source's active call; other numbers are inactive results; i = inactive; ? = inconclusive; · = not tested or not shown; & = joins results of further samples; [ ] = remark or other dose. Unless noted, calls follow the shape of the dose curve; as a rule, active = well fitted curve in the direction sought with a large enough effect; inconclusive = small, poorly fitted or top-dose-only effect, or another doubt; inactive = no such curve, though single readings can be large; an effect the other way counts as inactive or inconclusive.

SMILES | SW480 rereplic | HT1080-NT tox | MCF10A rerep | HT1080 IDH1KD tx | IL1B secr inh | GLP1R cytotox | DRD3 agonist | KB-V1 cytotox | KB-3-1 tox
O=C(COc1ccc2c(c1)OCO2)Nc1nnc(Cc2ccccc2)s1 | ? | -23% | -2% | ? | 17 | 6% | 1 | 11% | 8%
Cc1ccnc(NC(=S)NC(=O)/C=C/c2ccc(Cl)cc2)c1 | -7% | 11% | 0% | 12% | 0 | -6% | 3 | 19% | 3%
O=C(O)[C@H](Cc1ccccc1)NC(=O)N1CCN(c2cccc(C(F)(F)F)c2)CC1 | -22% | 0% | -1% | -2% | -2 | 3% | -14 | 22% | 0%
CC(C)CCCCCCNC(=S)Nc1ccc(S(=O)(=O)N2CCOCC2)cc1 | ? | ? | 13µM* | ? | -82* | ? | 21 | 8.2µM* | ?
Cc1c(CCOC(=O)c2ccc(Cl)cc2Cl)sc[n+]1CC(=O)c1ccccc1 | 4% | -2% | 1% | -1% | -19 | ? | -9 | -1% | -6%
CC(=O)NN1C(=O)c2ccccc2NC1c1ccccc1 (stereo not drawn) | 12% | -1% | -2% | 5% | -1 | 32%[activator] | -7 | 3% | -5%
COc1ccc(-c2cc(C(F)(F)F)nc(SCC(=O)NCc3cccs3)n2)cc1 | -7% | -14% | 22% | ? | 20 | -6% | -28 | 18µM* | 7%
COc1ccc(C)cc1NC(=S)NNC(=O)c1c(Br)cnn1C | 0% | ? | 0% | -16% | 43 | -4% | 2 | 7% | -1%
CCCCOc1ccc(C(NC(=O)OCC)NC(=O)OCC)cc1 | 1% | 20% | 15% | 22% | 22 | -15% | 2 | 7% | 16%
Nc1[nH]c(C(=O)c2ccccc2)c(-c2ccncc2)c1C(=O)NCc1ccc(Cl)cc1 | · | 1% | · | 9% | 2 | 7% | 1 | ? | 8%
COc1cccc2cc(C(=O)C3=C(O)C(=O)N(CCN4CCOCC4)C3c3ccc(Cl)cc3)oc12 (stereo not drawn) | ? | -7% | ? | -23% | · | 3% | -14 | -22% | -9%
CC(NS(=O)(=O)c1ccc(Cl)cc1)C(=O)OCC(=O)c1ccc[nH]1 (stereo not drawn) | 2% | 10% | -3% | 4% | 0 | -9% | -1 | -1% | 16%
O=C(CN1CC[n+]2c(-c3ccccc3)csc21)c1ccc(Br)cc1 | -8% | 21µM* | 6% | 0% | -54* | 0% | 1 | ? | -18%
COc1ccc(C(C2C(=O)CC(C)(C)CC2=O)C2C(=O)CC(C)(C)CC2=O)cc1 | 2% | 8% | 23% | 2% | 6 | -3% | 3 | 1% | 3%
CCn1c(SCC(=O)N2CCN(c3ccccc3)CC2)nc2c([nH]c3ccccc32)c1=O | -11% | -1% | -18% | 11% | i | 10% | 3 | -8% | ?
Cc1cccc(-n2ncc3c2CCCC3NC(=O)c2ccncc2)c1C (stereo not drawn) | · | 0% | · | -9% | 18 | 4% | 0 | 0% | ?
Cc1ccc(NC(=O)C2=COCCO2)cc1S(=O)(=O)N1CCOCC1 | -1% | -3% | -3% | -3% | 0 | 0% | 2 | -27% | 9%
COc1cccc(/C=N/NC(=O)c2csc(-n3nc(C)cc3C(F)(F)F)n2)c1 | -1% | 9% | 20% | 11% | -9 | -9% | 7 | 0% | 3%
COCCN1C(=O)c2ccc(C(=O)NCc3ccco3)cc2C1=O | -8% | 8% | -27% | 1% | 72 | 5% | -12 | 10% | 4%
N#Cc1cccc(NC(=O)CSc2nnc(C3CC3)n2C2CC2)c1 | -9% | -2% | -1% | 14% | -23 | 1% | 0 | 5% | 4%
CC(=O)Nc1ccc(NC(=O)C2(C)Cc3c(-c4cccc(C(F)(F)F)c4)ccnc3O2)cc1 (stereo not drawn) | · | 3% | · | -10% | -14 | 1% | -17 | 8% | 0%
CCOc1ccc(C(=O)Nc2cc3c(cc2N2CCCC2)n(C)c(=O)c(=O)n3C)cc1OCC | · | · | · | · | · | -11% | 10 | 7% | 1%
CSCCC(NC(=O)COc1ccccc1)C(=O)OCCOc1ccc(F)cc1 (stereo not drawn) | -1% | 4% | 1% | 3% | 5 | 23% | 1 | -16% | ?
CCCN(C(=O)c1cn(C)c(=O)c2ccccc12)c1ccccc1C | -3% | 1% | 21% | 6% | 34 | 11%&1% | -1&-10 | 2%&0% | 5%&0%
Cc1ccccc1NC(=O)CN1CCC(C(=O)c2ccc3c(c2)OCCO3)CC1 | 29% | -7% | 3% | -3% | 14 | -4% | -11 | ? | -8%
NC(=O)c1nc(-c2ccccc2)c(-c2ccccc2)[nH]c1=O | -17% | -3% | 8% | 9% | -15 | 7% | -8 | 30% | 0%
CCCN1CCCc2cc(CN(CCCN3CCOCC3)C(=O)Nc3ccc(CC)cc3)ccc21 | · | · | · | · | · | ? | -24 | -12% | -1%
COc1ccc(-c2nc3ccccc3c(=O)n2O)cc1 | 17% | ? | 43% | ? | -22 | 1% | -10 | -8% | -24%
Oc1cccc(NC(=S)Nc2ccc(SC(F)F)cc2)c1 | 1% | -21% | 15% | -29% | -58* | -15% | -10 | -8% | ?
Cc1nnc(SCCn2c(N3CCCC(C)C3)nc3c2c(=O)n(C)c(=O)n3C)s1 (stereo not drawn) | -15% | 7% | -2% | 6% | 34 | -7% | -5 | 3% | -2%
COc1cc(CNC2CCCC2)cc(OC)c1OC | -1% | -4% | 1% | 8% | -4 | 1% | -3 | -14% | 1%
Nc1cc2[nH]c(=O)c3ccccc3c2cc1[N+](=O)[O-] | 1% | -2% | 4% | -27% | -9 | ? | -7 | ? | ?
COc1cc(/C=C/C(=O)O)ccc1OCc1ccccc1C#N | -1% | -1% | 1% | 1% | 14 | -3% | 4 | 21% | 5%
CSCCC(NC(=O)OC(C)(C)C)C(=O)NC(C(=O)NC(CC(C)C)C(N)=O)C(C)C (stereo not drawn) | 2% | -2% | -6% | -25% | 13 | -2% | -1 | 7% | 11%
Cc1ccccc1-c1cnc(C(O)c2cc(Cl)cc(Cl)c2)[nH]1 (stereo not drawn) | · | ? | · | ? | -24 | 4% | 1 | -8% | 0%
O=C(C[n+]1cc(-c2ccc(F)cc2)n2c1CCC2)c1cccs1 | ? | -2% | ? | -1% | 0 | 4% | -10 | 25% | -24%
O=C(/C=C/c1ccc([N+](=O)[O-])cc1)NCc1ccco1 | 3% | 9% | -4% | 12% | -2 | -27% | -5 | 9% | 0%
CC1=NNC(=O)C1CCC(=O)N/N=C/c1c(Cl)cccc1Cl (stereo not drawn) | -18% | 5% | -54%[inhibitor] | -2% | 0 | -4% | -4 | -10% | 2%
COc1cc(NC(=O)C2CCN(c3cnc4ccccc4n3)CC2)cc(OC)c1OC | · | · | · | · | · | 64%[activator] | -9 | -25% | 2%
O=C(COc1ccccc1[N+](=O)[O-])N/N=C/C=C/c1ccco1 | -7% | 8% | -15% | 10% | 0 | -15% | 5 | -12% | 8%
CC(C)(C)c1cc(=O)n2c(nc3ccccc32)[nH]1 | -4% | -1% | 5% | -9% | -74* | 8% | 3 | 12% | -2%
Cn1nc(NC(=O)C(F)(F)F)c2ncc(-c3ccc(Cl)cc3)nc21 | 2% | -10% | -9% | -12% | -15 | 2% | 0 | 0% | ?
CCN(CC(=O)NCc1ccc(Cl)cc1)C(=O)c1cccc(S(=O)(=O)Nc2ccc(OC)cc2)c1 | -1% | 1% | 9% | 5% | -8 | -15% | -8 | 1% | -3%
CN(C)S(=O)(=O)c1ccc(C(=O)NCC(=O)N/N=C/c2ccccc2)cc1 | -6% | 1% | -3% | 10% | 25 | 4% | 0 | 7% | -1%
CCN(CC(=O)Nc1ccc(NC(C)=O)cc1)C(=O)/C=C/c1ccc(C)o1 | -18% | 5%[9.24 µM] | 3% | 1% | -5 | 2% | -6 | -1% | -10%
O=C(Nc1cc(C(F)(F)F)ccc1N1CCCC1)C1=COCCO1 | 8% | -8% | ? | 1% | 5 | -2% | 2 | 0% | -3%
CC(=O)Nc1ccc(NC(=O)c2c([N+](=O)[O-])cnn2C)cc1 | 10% | 0% | -15% | 15% | 28 | -20% | 10 | -9% | 1%
Cc1sc2nc(SCC(N)=O)n(-c3ccccc3)c(=O)c2c1C | -41%[inhibitor] | 3% | -43%[inhibitor] | -15% | 0 | 15% | 0 | -9% | 0%
Cc1nc(NC(=O)/C=C/c2ccccc2)sc1C(=O)Nc1ccccc1Cl | 16% | 1% | 4% | -13% | -3 | -3% | -1 | 2% | 3%
O=S1(=O)c2cccc3cccc(c23)N1Cc1nnc(-c2ccccc2Br)o1 | 7% | -1% | ? | ? | -21 | 15% | 4 | ? | -11%
CN(CCOc1ccc(Cl)cc1)C(=O)c1cc(S(=O)(=O)N2CCOCC2)ccc1N1CCCC1 | -15% | -23% | 6% | -26% | -22 | -9% | -1 | ? | -9%
CC1CCCCN1CCCNC(=O)c1ccc2nc(N3CCCCC3)sc2c1 (stereo not drawn) | 1% | 4% | 3% | -10% | 0 | 2% | -1 | 18% | -20%
CC(C)n1c(SCC(=O)Nc2nc3c(s2)CCCC3)nc2c1c(=O)n(C)c(=O)n2C | -6%[9.22 µM] | ? | ? | ? | ? | 1% | 10 | ? | 0%
